# Screens from PubChem BioAssay.
# CR mimetic SO: yeast age-related superoxide inhibition as caloric restriction mimetic | S. cerevisiae aged cells, superoxide DHE fluorescence; stronger effect = lower value | superoxide response (% of plate mean), % at 10 µM | 330,000 compounds, 0.18% hits;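 active = superoxide response under a set limit, about three screen SD below normal, cut at about 65% in these data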;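 also: yeast aged for seven days with compound at 30 °C before DHE staining; 100% = average MFI of all compound-treated wells on the plate with controls excluded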
# CIT2 TOR yeast: yeast TOR pathway CIT2-GFP modulation; S. cerevisiae CIT2-GFP strain, flow cytometry, 3 h; 100 means same as DMSO wells; GFP response vs DMSO, % at 10 µM; 320,000 compounds, 0.065% hits;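 active = GFP response relative to DMSO above a set limit, near the screen mean plus 3 SD, cut at about 150% in these data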;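 also: ratio of well median GFP fluorescence to mean of DMSO wells on the plate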
# LAP4-GFP MLPCN: alters LAP4-GFP fluorescence in TOR pathway yeast screen; S. cerevisiae LAP4-GFP multiplex, flow cytometry GFP, 3 h; median GFP as percent of DMSO wells; GFP response vs DMSO, % at 10 µM; 320,000 compounds, 0.34% hits; AID 2023;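 active = GFP response vs DMSO above a set limit, about the screen mean plus 3 SD, cut at about 150% in these data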
# MEP2 TOR yeast: modulators of TOR pathway MEP2-GFP in S. cerevisiae. GFP response vs DMSO, % at 10 µM. S. cerevisiae MEP2-GFP strain, flow cytometry GFP, 3 h; 100% = DMSO control level. 330,000 compounds, 0.51% hits. AID 2016;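 active = GFP response versus DMSO above a set limit, roughly screen mean plus 3 SD, cut at about 180% in these data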;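 also: median GFP fluorescence of the barcode-gated MEP2-GFP cells per well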
# AGP1 TOR yeast: alters AGP1-GFP fluorescence in TOR pathway yeast screen; 320,000 compounds, 0.02% hits; AID 2066; GFP response vs DMSO, % at 10 µM; S. cerevisiae AGP1-GFP multiplex flow cytometry, 3 h; GFP as percent of DMSO wells;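 active = GFP response relative to DMSO above a set limit, near screen average plus 3 SD, cut at about 150% in these data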;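 also: median GFP channel fluorescence of the gated AGP1 strain per well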
# VLA-4 inh: inhibition in a human VLA-4 binding assay; P13612; VLA-4 expressing cells, ligand binding flow cytometry; inhibition, % (about 7 µM as worked out from the volumes in the protocol); 330,000 compounds, 0.2% hits; in the data active = inhibition above about 50%
# Target sequence (P13612 whole entry, looked up): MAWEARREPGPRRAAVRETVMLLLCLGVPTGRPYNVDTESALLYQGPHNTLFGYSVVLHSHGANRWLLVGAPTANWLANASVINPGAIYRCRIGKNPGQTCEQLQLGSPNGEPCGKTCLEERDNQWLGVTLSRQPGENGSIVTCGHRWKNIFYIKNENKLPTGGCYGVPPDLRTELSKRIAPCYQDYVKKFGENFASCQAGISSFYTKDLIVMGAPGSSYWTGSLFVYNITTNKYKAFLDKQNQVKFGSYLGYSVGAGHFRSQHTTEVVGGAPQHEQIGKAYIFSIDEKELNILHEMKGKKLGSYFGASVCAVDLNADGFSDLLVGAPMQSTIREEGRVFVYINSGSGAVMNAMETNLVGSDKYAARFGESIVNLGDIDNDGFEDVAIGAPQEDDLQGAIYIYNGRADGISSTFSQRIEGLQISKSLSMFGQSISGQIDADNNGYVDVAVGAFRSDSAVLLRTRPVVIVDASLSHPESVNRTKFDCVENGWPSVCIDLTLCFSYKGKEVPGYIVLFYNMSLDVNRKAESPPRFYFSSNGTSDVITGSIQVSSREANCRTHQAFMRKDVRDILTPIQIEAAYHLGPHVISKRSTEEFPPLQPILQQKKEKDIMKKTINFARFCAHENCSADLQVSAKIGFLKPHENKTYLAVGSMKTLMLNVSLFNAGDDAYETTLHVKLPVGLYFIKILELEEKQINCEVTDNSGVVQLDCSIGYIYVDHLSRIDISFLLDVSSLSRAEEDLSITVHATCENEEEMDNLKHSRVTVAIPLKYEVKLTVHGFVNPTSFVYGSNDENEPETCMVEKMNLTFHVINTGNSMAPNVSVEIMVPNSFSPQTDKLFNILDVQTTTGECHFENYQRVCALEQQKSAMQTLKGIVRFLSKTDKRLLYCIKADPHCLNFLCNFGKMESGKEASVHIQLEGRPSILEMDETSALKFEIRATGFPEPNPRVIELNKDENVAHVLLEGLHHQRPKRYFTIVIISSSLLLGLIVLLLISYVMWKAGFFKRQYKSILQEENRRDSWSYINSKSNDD
# RPL19A-GFP yeast: alters RPL19A-GFP fluorescence in TOR pathway yeast screen; S. cerevisiae RPL19A-GFP strain, flow cytometry, 3 h; stronger effect = lower value; percent response vs DMSO, % at 10 µM; 330,000 compounds, 0.3% hits;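 active = percent response vs DMSO below 50%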;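 also: median channel GFP fluorescence of the barcoded RPL19A-GFP strain; ratio of sample median GFP to plate DMSO average so 100% = DMSO; lower means less RPL19A-GFP as with rapamycin TOR inhibition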
# GRK2 inh: human GRK2 inhibition via aptamer displacement; P25098; bead flow cytometry, FAM-aptamer displacement from GRK2; inhibition of aptamer binding, % at 10 µM; 330,000 compounds, 0.59% hits; AID 488847;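 active = inhibition of aptamer binding above 40%, roughly 3 SD of noise, on plates passing a quality check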;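 also: median bead fluorescence of bound FAM aptamer so fluorescent compounds give negative values; no value below 0 was filed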
# Numbers without * were called inactive; nt = no result given.
canonical_smiles,CR mimetic SO,CIT2 TOR yeast,LAP4-GFP MLPCN,MEP2 TOR yeast,AGP1 TOR yeast,VLA-4 inh,RPL19A-GFP yeast,GRK2 inh
CCOc1ccc(N(CC(=O)NCCc2ccc(Cl)cc2)S(=O)(=O)c2c(C)[nH]c(=O)[nH]c2=O)cc1,101,93,121,93,96,12,97,0
CSc1ccc(S(=O)(=O)N2CCC(C(=O)NCCc3ccccc3)CC2)cc1,106,103,100,108,103,6,103,3
O=C(COC(=O)c1ncc(Cl)c(Cl)c1Cl)NCCc1ccccc1,120,89,110,107,98,-5,93,4
Cn1c(C(=O)NCCN2CCOCC2)cc2c(=O)n(C)c3ccccc3c21,88,104,105,106,113,5,105,0
CCCc1nnc(NC(=O)CCC(=O)N2CCN(Cc3cc(Cl)ccc3OC)CC2)s1,100,112,98,105,106,19,98,2
Cc1nc(Cl)cc(N/N=C/c2ccccc2)n1,98,100,94,106,88,5,99,0
Cc1cccc(NC(=S)NCCc2c[nH]c3ccccc23)c1,97,94,83,97,91,2,98,1
CCOC(=O)c1cccc(NC(=O)CSc2nnc(-c3ccoc3C)n2CC)c1,106,93,94,93,92,12,97,0
COc1ccc(CCC(C)Nc2ccc(F)cc2)cc1 (stereo not drawn),105,97,118,107,109,10,103,0
COc1ccccc1NC(=O)CC1C(=O)NCCN1C(=O)Nc1ccccc1 (stereo not drawn),97,nt,96,102,100,2,104,0
Cc1ccc(NC(=O)COc2ccc(Br)cc2CO)cc1S(=O)(=O)N1CCOCC1,100,99,94,96,95,0,96,1
Cc1ccc(NC(=O)CN(C)C(=O)C(C)N2CCN(Cc3ccccc3C)CC2)cc1 (stereo not drawn),107,103,100,107,105,3,101,1
Fc1ccc(-c2nnc(CSc3nnc(-c4ccc5c(c4)OCO5)o3)o2)cc1,114,88,103,97,98,16,97,0
Cc1c(NC(=O)Nc2ccc(Cl)c(Cl)c2)c(=O)n(-c2ccccc2)n1C,93,94,96,103,98,65*,97,0
O=C(CC1CCCCC1)NCCCN1CCOCC1,87,94,97,101,94,16,95,2
Cc1ccc2nc(SCC(=O)NCc3ccccc3)nc(=O)n2c1,103,105,101,115,107,8,98,nt
O=Cc1ccc(C(=O)OCC(=O)N2CCCC2)cc1,93,96,100,97,102,-1,96,2
O=C(CCN1CCN(Cc2ccccc2)CC1)NNC(=O)Cc1ccc(Cl)c(Cl)c1,121,95,94,93,98,11,99,0
COc1ccc(OC)c(NC(=O)CSc2nnc(CNc3ccc(F)cc3)o2)c1,98,90,94,104,95,7,96,0
CCOC(=O)c1ccccc1OCc1cc(/C=N/n2cncn2)ccc1OC,113,88,85,87,86,-3,83,1
O=C(NNS(=O)(=O)c1ccc(F)cc1)c1ccccc1,102,102,98,104,95,5,99,0
CC(=O)c1c(C)[nH]c(C(=O)OCc2c(F)cccc2Cl)c1C,95,109,108,124,104,-3,100,3
Cc1n[nH]c(C)c1S(=O)(=O)N1CCC(C(=O)O)CC1,102,100,113,105,108,13,104,2
O=CN1CCN(C(C(=O)NC2CCCCC2)c2cc3c(cc2[N+](=O)[O-])OCO3)CC1 (stereo not drawn),99,98,94,98,99,13,98,0
Cc1ccc(C(=O)NCc2cccnc2)cc1S(=O)(=O)Nc1ccccc1,112,108,104,96,104,-9,95,0
Cc1nn(Cc2ccc(Cl)cc2Cl)c(Cl)c1/C=C/C(=O)OCC(=O)NCC(F)(F)F,110,111,103,109,103,-18,103,1
CCC1CCCCN1CCCCOc1cccc(Cl)c1 (stereo not drawn),96,101,94,103,98,8,102,2
Cc1cc(NC(=O)CSc2nc3c(C)cccc3cc2C#N)no1,94,104,100,97,108,-1,102,0
O=C(O/N=C1/CCCc2occc21)c1ccccc1,165,100,111,128,92,4,95,2
O=C(CCC(=O)N1CCOc2ccc(Cl)cc21)NCCN1CCOCC1,97,90,98,91,92,12,93,0

# Other records:
canonical_smiles,CR mimetic SO,CIT2 TOR yeast,LAP4-GFP MLPCN,MEP2 TOR yeast,AGP1 TOR yeast,VLA-4 inh,RPL19A-GFP yeast,GRK2 inh
CC12CCC(=O)N1C(C(=O)Nc1nc(-c3ccc(F)c(F)c3)cs1)CS2 (stereo not drawn),114,98,104,101,106,-18,96,2
CCOC(=O)c1sc(NC(=O)c2ccc(S(=O)(=O)N3CCOCC3)cc2)cc1C,94,92,97,99,92,7,90,2
O=C(O)CCNC(=O)c1ccc(NC(=O)Cc2ccc(Cl)cc2)cc1,94,126,116,113,112,24,105,4
Clc1ccc(-c2c[nH]c3ccccc23)nn1,106,92,106,98,103,8,101,2
O=C(c1cn(CC2CCCCC2)nn1)N1CCN(c2ccc(F)cc2)CC1,113,109,90,107,104,-8,108,3
CSc1ccc(/C=C/C(=O)NC23CC4CC(CC(C4)C2)C3)cc1,100,99,104,100,98,13,100,0
COc1ccc(F)cc1C(=O)C1CCCN(C(=O)c2ccccc2N(C)C)C1 (stereo not drawn),78,100,88,103,100,13,98,1
O=C(Cc1ccc(S(=O)(=O)N2CCOCC2)s1)NC1CCCCC1,95,96,100,97,102,-9,96,7
N#Cc1cc(O)c(-n2nnc3ccccc32)cc1C#N,115,91,105,102,97,1,96,6
O=C(Cn1cc([N+](=O)[O-])cn1)NCc1cc2ccccc2[nH]1,99,93,88,97,94,14,100,0
COc1cccc(CNC(=O)c2ccc(Cl)c(NC3=NC4CS(=O)(=O)CC4S3)c2)c1 (stereo not drawn),131,104,103,100,105,1,104,0
CCOc1ccc(S(=O)(=O)N2CCC(C(=O)N3CCN(C)CC3)CC2)cc1Cl,85,103,93,102,103,7,99,0
OCCC1CN(Cc2nc3c(s2)CCCC3)CCN1Cc1ccsc1 (stereo not drawn),99,101,111,104,105,24,102,0
CN(C)CCCNCC(=O)NN(c1ccccc1)c1ccccc1,99,104,101,105,111,9,105,3
S=C(NN=C1C2CC3CC(C2)CC1C3)Nc1ccccc1,104,nt,94,91,95,12,94,0
Cn1nc2c3ccccc3n(Cc3ccccc3)c2nc1=S,102,103,103,103,105,0,102,0
COC(=O)C1(Cc2ccc(O)c(CC3OC3(C)C)c2)OC(=O)C(O)=C1c1ccc(O)cc1 (stereo not drawn),99,98,103,102,103,-15,99,0
CCOc1cccc(NC(=O)c2ccc(S(=O)(=O)N(C)C)cc2)c1,103,97,95,94,97,-5,97,4
C=CCOc1ccccc1CNc1ccc2[nH]c(=O)[nH]c2c1,87,nt,91,100,95,-3,93,1
O=C(CNC(=O)c1ccc2c(c1)OCO2)NCCOc1ccc(Cl)cc1,103,95,100,102,103,4,96,1
O=C(O)c1c2c(nc3ccccc13)/C(=C/c1ccc(O)cc1)CCC2,74,106,95,107,81,2,87,0
Cc1oc(-c2cc(F)ccc2F)nc1CN1CCN(C)C(=O)[C@@H]1C,111,103,86,105,102,8,105,0
CC(C)CC(=O)c1c[nH]c(C(=O)NCc2cccs2)c1,93,106,97,102,102,-10,98,0
O=C(Nc1cccc(S(=O)(=O)N2CCOCC2)c1)C1CC(=O)N(c2ccc3c(c2)OCCO3)C1 (stereo not drawn),98,101,89,97,94,14,95,1
FC(F)(F)c1ccccc1NC(=S)Nc1cccc(Cl)c1,94,92,97,98,99,2,92,1
OCC1(CCOc2ccccc2)CCN(Cc2ccncc2)CC1,93,98,89,102,96,-8,101,0
Cc1cc(C)c(NC(=O)COC(=O)C23CC4CC(CC(O)(C4)C2)C3)c(Cl)c1,115,98,101,105,96,3,97,2

# Retrieved by compound from the entries so far:
canonical_smiles,CR mimetic SO,CIT2 TOR yeast,LAP4-GFP MLPCN,MEP2 TOR yeast,AGP1 TOR yeast,VLA-4 inh,RPL19A-GFP yeast,GRK2 inh
O=C(O)CCNC(=O)c1ccc(NC(=O)Cc2ccc(Cl)cc2)cc1,94,126,116,113,112,24,105,4
CCOC(=O)c1sc(NC(=O)c2ccc(S(=O)(=O)N3CCOCC3)cc2)cc1C,94,92,97,99,92,7,90,2
N#Cc1cc(O)c(-n2nnc3ccccc32)cc1C#N,115,91,105,102,97,1,96,6
COc1ccc(F)cc1C(=O)C1CCCN(C(=O)c2ccccc2N(C)C)C1 (stereo not drawn),78,100,88,103,100,13,98,1
OCC1(CCOc2ccccc2)CCN(Cc2ccncc2)CC1,93,98,89,102,96,-8,101,0
Cc1cc(C)c(NC(=O)COC(=O)C23CC4CC(CC(O)(C4)C2)C3)c(Cl)c1,115,98,101,105,96,3,97,2

# Structural class, the entries above with a cyano group.
canonical_smiles,CR mimetic SO,CIT2 TOR yeast,LAP4-GFP MLPCN,MEP2 TOR yeast,AGP1 TOR yeast,VLA-4 inh,RPL19A-GFP yeast,GRK2 inh
Cc1cc(NC(=O)CSc2nc3c(C)cccc3cc2C#N)no1,94,104,100,97,108,-1,102,0
N#Cc1cc(O)c(-n2nnc3ccccc32)cc1C#N,115,91,105,102,97,1,96,6
